ABHD5 PLIN5 PPI: ABHD5-PLIN5 interaction inhibitors, primary screen, cell lysate, split luciferase complementation, luminescence; Split G. princeps luciferase complementation, 4 h; inhibition, % at 4 µM; 360,000 tested, 0.78% active;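 active = inhibition above the mean inhibition across every tested compound plus 3 SD, cut at about 22% in these data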;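 also: 0% = DMSO only wells and the 100% control is not disclosed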
NOD2 RIPK2 PPI: NOD2-RIPK2 binding disruptors in cells, primary screen, fluorescence, CHO cells, BLA complementation. Receptor-interacting serine/threonine-protein kinase 2 (Homo sapiens), O43353. CCF4 ratio. inhibition, % at 4.98 µM. 360,000 tested, 0.38% active. AID 624267, 2012; in the data active = inhibition above about 21%;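 also: 0% = vehicle only and 100% = reference blocker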
SRC2 inh: inhibition of GAL4-SRC2 driven luciferase reporter, primary screen, SRC2 inhibitor project, cell-based, luminescence; HEK293 GAL4-SRC2 luciferase reporter; inhibition, % at 9 µM; 370,000 tested, 0.17% active;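 active = inhibition above the mean inhibition of all tested compounds plus 3 SD, set per campaign, cut at about 52% in these data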;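 also: 0% = DMSO treated cells and 100% = cells given Gossypol at 36 µM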
TROY signal inh: inhibitors of TROY-driven NF-kB signaling, primary screen, Q293 LMP1-TROYcd cells, NF-kB luciferase, uHTS; Q293 LMP1-TROYcd NF-kB luciferase reporter, 4 h; inhibition, % at 10 µM; 360,000 tested, 0.98% active; AID 1347056, 2019;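 active = compounds whose plate-normalised and pattern-corrected inhibition of the luciferase reporter signal at the single screening dose is 50% or more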
TLR9-MyD88 block: inhibitors of TLR9-MyD88 association in cells, primary screen, cell-based, CHO, BLA complementation, fluorescence | CCF4 FRET ratio | 340,000 tested, 0.21% active | AID 504734, 2011 | Toll-like receptor 9 (Homo sapiens) + Myeloid differentiation primary response protein … | inhibition, % at 4.98 µM;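 active = inhibition above the mean over all tested compounds plus 3 SD, cut at about 21% in these data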;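 also: 0% = DMSO only wells and 100% = clavulanate BLA inhibitor control wells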
SRC1 inh: SRC1 coactivator transcriptional activity inhibitors, primary screen, cell-based, luminescence; AID 588354, 2011; 360,000 tested, 0.12% active; HEK293 GAL4-SRC1 luciferase reporter; Nuclear receptor coactivator 1 (Homo sapiens), Q15788; inhibition, % at 3.6 µM;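 active = inhibition above the campaign mean plus 3 SD, with each screening campaign given its own cutoff, cut at about 60% in these data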;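 also: 0% = DMSO treated cells and 100% = gossypol at 36 µM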
Granule exo inh: LAMP-1 surface exposure blockers, TALL-104 cells – cell-based, flow cytometry, MLPCN library, primary screen; TALL-104 LAMP-1 surface exposure; cells stimulated with thapsigargin and PMA; inhibition, % at 10 µM; 360,000 tested, 0.66% active;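 active = inhibition above about 55%, limit read from the data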
TWEAK-Fn14 inh: inhibitors of TWEAK-Fn14 signaling, primary screen, luciferase reporter cells, uHTS. TWEAK-stimulated Fn14 reporter cells, luciferase luminescence, 8 h. AID 1159606, 2016. 360,000 tested, 2% active. inhibition, % at 10 µM; in the data active = inhibition above about 50%
SRC3 inh: SRC3 coactivator transcriptional activity inhibitors, primary screen, cell-based, luminescence. HEK293 GAL4-SRC3 luciferase reporter. inhibition, % at 3.6 µM. 360,000 tested, 0.17% active. AID 588352, 2011;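 active = inhibition above a per-campaign cutoff, the mean of all compounds plus 3 SD, cut at about 60% in these data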;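 also: 0% = DMSO-treated cells and 100% = gossypol-treated cells at 36 µM; higher means less SRC3-driven luciferase light from the GAL4 reporter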
NR2F2 inh: NR2F2 transcriptional activity inhibitors, primary screen, cell-based, luciferase reporter, HEK293T, luminescence; AID 686940, 2013; 370,000 tested, 0.7% active; COUP transcription factor 2 (Homo sapiens), P24468; inhibition, % at 8.6 µM; HEK293T NGFI-A luciferase reporter;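 active = inhibition above a per-plate cutoff, mean inhibition of test wells between control levels plus 3 SD, cut at about 38% in these data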;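 also: cells cotransfected with COUP-TFII expression vector driving the NGFI-A reporter; 0% = median of COUP-TF2 test wells and 100% = reporter-only cells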
Target sequence (P24468 whole entry, looked up): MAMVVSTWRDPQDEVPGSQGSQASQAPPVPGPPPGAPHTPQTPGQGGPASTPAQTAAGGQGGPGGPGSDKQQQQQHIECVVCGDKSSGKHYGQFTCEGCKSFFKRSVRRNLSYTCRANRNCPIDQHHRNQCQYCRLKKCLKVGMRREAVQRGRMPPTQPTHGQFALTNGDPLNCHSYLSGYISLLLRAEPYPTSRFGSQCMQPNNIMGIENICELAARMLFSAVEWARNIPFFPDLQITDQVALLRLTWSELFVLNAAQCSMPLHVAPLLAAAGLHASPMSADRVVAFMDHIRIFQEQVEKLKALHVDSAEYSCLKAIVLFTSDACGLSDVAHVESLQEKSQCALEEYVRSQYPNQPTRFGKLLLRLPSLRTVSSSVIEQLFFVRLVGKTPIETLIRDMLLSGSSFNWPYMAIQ
NR5A2 inv ag: LRH-1 (NR5A2) inverse agonists, primary screen, cell-based, luminescence, HEK293T, StAR-luciferase reporter | Nuclear receptor subfamily 5 group A member 2 (Homo sapiens), O00482 | LRH-1 transfected, 24 h | inhibition, % at 3.6 µM | 360,000 tested, 0.13% active;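 active = inhibition above the mean inhibition of all tested compounds plus 3 SD, cut at about 73% in these data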;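 also: 0% = DMSO wells and 100% = reporter-only cells lacking LRH-1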
Target sequence (O00482 whole entry, looked up): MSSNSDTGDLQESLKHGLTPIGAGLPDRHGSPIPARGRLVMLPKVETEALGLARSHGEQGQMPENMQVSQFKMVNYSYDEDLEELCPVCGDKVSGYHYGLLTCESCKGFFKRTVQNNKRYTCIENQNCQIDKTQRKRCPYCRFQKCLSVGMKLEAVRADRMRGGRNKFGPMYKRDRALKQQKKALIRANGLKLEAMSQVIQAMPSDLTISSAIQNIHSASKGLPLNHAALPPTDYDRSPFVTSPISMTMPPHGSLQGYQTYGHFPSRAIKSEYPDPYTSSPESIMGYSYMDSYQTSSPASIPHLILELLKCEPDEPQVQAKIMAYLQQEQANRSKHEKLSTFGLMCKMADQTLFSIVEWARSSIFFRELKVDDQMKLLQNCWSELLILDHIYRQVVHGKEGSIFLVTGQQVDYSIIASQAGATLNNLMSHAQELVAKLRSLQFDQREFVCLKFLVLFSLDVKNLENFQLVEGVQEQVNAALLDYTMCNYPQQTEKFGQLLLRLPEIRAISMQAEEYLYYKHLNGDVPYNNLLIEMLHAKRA
The depositor's hits bear a star; / = not tested or not shown. The list is partial. The share of hits here may be higher or lower than overall.

SMILES	ABHD5 PLIN5 PPI	NOD2 RIPK2 PPI	SRC2 inh	TROY signal inh	TLR9-MyD88 block	SRC1 inh	Granule exo inh	TWEAK-Fn14 inh	SRC3 inh	NR2F2 inh	NR5A2 inv ag
Cc1ccc(C)c(C(=O)COC(=O)CN2C(=O)C3C4CCC(C4)C3C2=O)c1 (stereo unspecified)	1	-13	-7	-14	2	-7	1	-9	-20	-15	3
Cc1ccc(N2Cc3ccccc3C2=O)cc1	-2	-6	-99	-14	-4	-146	5	53*	-100	-13	-82
O=C1OC(c2ccc3c(c2)OCO3)=N/C1=C\c1ccc(C(=O)O)cc1	-1	-14	-2	7	6	17	2	5	10	6	3
CCOc1ccc2nc(SCC(=O)N(C)C3CCS(=O)(=O)C3)[nH]c2c1 (stereo unspecified)	-3	2	-33	16	-3	-27	-6	2	-3	-9	2
Cc1ccc(NCCCCO)cc1C	4	-2	9	16	-5	-14	7	0	-9	10	-8
O=C(NC1CCCC1)C(c1ccccc1F)N(C(=O)Cc1cccs1)c1ccc2c(c1)OCCO2 (stereo unspecified)	-9	-8	8	6	-2	-1	0	13	17	-12	3
CCNC(=O)c1ccc(-n2nc(C)cc2-c2ccccc2)cc1	-2	0	-1	-8	1	-28	-7	-8	8	-14	-25
COCCCNC(=O)c1ccccc1NS(=O)(=O)c1ccc(C)cc1	-5	-6	-3	4	-7	-2	0	16	-13	-6	-3
O=C(N/N=C\c1ccc(Cl)cc1Cl)c1sccc1-n1cccc1	-6	-13	-34	-46	-9	-3	-1	-5	8	-16	-43
COC(=O)c1cccc(NC(=O)CSc2ncn[nH]2)c1	2	3	13	-11	-3	-5	1	3	7	1	-21
COc1ccc(Cn2c(C)nnc2-c2cnn(C)c2N)cc1	-2	-6	-14	-10	-4	8	-1	34	12	-18	6
Nc1cc(-c2cccc(F)c2)nn1S(=O)(=O)c1cccc2nsnc12	-10	-1	26	-6	1	-3	9	5	4	2	-14
Cc1cc(C)nc(/N=C(\N)Nc2ccc(C(C)C)cc2)n1	11	-7	21	6	-2	29	1	9	32	30	15
Cn1cccc1Cc1nnc(SCC(=O)Nc2ccccc2)n1-c1ccc(F)cc1	-1	2	-11	-5	-8	0	-2	21	4	-19	-11
O=C(c1ccccn1)N(Cc1ccco1)C1(C(=O)NC2CCCC2)CCCCC1	-3	-13	-10	16	-2	21	-1	-11	15	3	16
Cc1oc(-c2ccoc2)nc1CN(CC1CCC(=O)N1)C(C)C (stereo unspecified)	4	5	15	6	-8	15	-3	1	1	5	-7
COC(=O)c1ccsc1NC(=O)c1ccco1	3	-2	1	-31	-3	-8	0	-2	20	-11	8
CCN1C(=O)/C(=C/C=C2\C=CN(CC)c3ccccc32)SC1=S	-4	-6	-25	1	1	-47	11	-7	-9	-6	-12
O=C(NCCc1ccccc1)c1c(F)cccc1F	1	-5	-45	-11	7	-107	2	10	-88	-13	-152
CCOC(=O)c1ccc(N2Cc3ccccc3C2=NC(=O)c2ccncc2)cc1	-1	1	-57	-36	0	-52	1	-27	-46	-34	-72

One compound at a time (already shown). Values in the order: ABHD5 PLIN5 PPI | NOD2 RIPK2 PPI | SRC2 inh | TROY signal inh | TLR9-MyD88 block | SRC1 inh | Granule exo inh | TWEAK-Fn14 inh | SRC3 inh | NR2F2 inh | NR5A2 inv ag
`CCNC(=O)c1ccc(-n2nc(C)cc2-c2ccccc2)cc1` is listed with -2 | 0 | -1 | -8 | 1 | -28 | -7 | -8 | 8 | -14 | -25
`CCOC(=O)c1ccc(N2Cc3ccccc3C2=NC(=O)c2ccncc2)cc1` is listed with -1 | 1 | -57 | -36 | 0 | -52 | 1 | -27 | -46 | -34 | -72
`Cc1ccc(NCCCCO)cc1C` is listed with 4 | -2 | 9 | 16 | -5 | -14 | 7 | 0 | -9 | 10 | -8

Remaining list, next part.
SMILES	ABHD5 PLIN5 PPI	NOD2 RIPK2 PPI	SRC2 inh	TROY signal inh	TLR9-MyD88 block	SRC1 inh	Granule exo inh	TWEAK-Fn14 inh	SRC3 inh	NR2F2 inh	NR5A2 inv ag
Cc1cnc(NC(=O)CCc2ccccc2)s1	5	8	-36	-31	-8	-9	29	-4	-30	-9	-21
CC(=O)NC1=NN(c2ccccc2)C(=O)C1	-15	-5	-19	11	-5	-5	-1	2	11	11	5
CCCc1nc2ccccc2c(=O)n1-c1ccc(C(=O)OCC)cc1	3	-5	-20	5	-3	-6	-2	-14	31	0	4
CC(=O)Oc1ccc(C(=O)Nc2cc(C)ccc2NC(=O)COc2ccccc2)cc1	-1	-9	/	-39	7	-9	-3	-4	-22	/	-19
CC(C)[C@H](NS(=O)(=O)c1ccccc1)C(=O)OCn1nnc2ccccc2c1=O	2	1	0	13	-13	4	1	9	5	-1	-8
COc1cc(OC)c(OC)cc1CNC(=O)c1cc(S(=O)(=O)N(C)c2ccccc2OC)ccc1C	0	1	-14	-4	4	-1	0	6	2	4	15
O=C(c1ccc2c(c1)OCO2)C1CCCN(C(=O)Nc2ccc(F)cc2F)C1 (stereo unspecified)	-7	-4	-8	-12	-5	-1	8	-15	2	-14	-6
Nc1ccc(C(=O)NCCCCCCNC(=O)c2ccc(N)cc2)cc1	5	-9	-1	7	5	-5	0	1	-1	0	-7
O=C(COC(=O)c1ccc(Cl)cc1O)NC(=O)C1CCCCC1	2	-7	-1	20	-8	-4	1	-7	4	16	1
CCN(CC)S(=O)(=O)c1ccc(NN=C2CCN(C(C)C)CC2)c([N+](=O)[O-])c1	-1	5	10	13	-8	-12	2	-1	-6	-20	2
O=C(Cn1cc(SCc2ccc(F)cc2)c2ccccc21)N1CCOCC1	-11	8	-51	-47	-4	-9	-1	-12	-30	-2	-29
COc1ccccc1OCC(=O)NCC1CCCN(Cc2cnn(C(C)C)c2)C1 (stereo unspecified)	-8	2	-2	-3	7	-7	0	-7	11	13	18
Cc1ccc(SCC(=O)OCC(=O)N(C)CC(=O)Nc2ccc(F)cc2)cc1	4	-13	-23	14	0	-24	4	-11	2	3	-4
N#C/C(=C\C1=C(N2CCOCC2)C(=C\c2ccc(Cl)cc2)/CC1)C(=O)Nc1ccccc1F	11	9	0	0	-11	7	1	-16	-1	-12	-19
O=C(CC1(O)C(=O)c2ccccc2C1=O)c1ccccc1	-12	0	-1	-5	4	-1	0	10	5	-6	0
COc1cnn(-c2ccc(C)cc2)c(=O)c1SCc1ccccc1	1	3	-34	-37	-4	-50	2	-3	-36	-12	-74
COc1ccc(-c2c(-c3ccc4c(c3)OCO4)noc2C)cn1	10	3	-16	-36	2	-47	3	-29	-36	-30	-31
CC1CCCN(S(=O)(=O)c2ccc3c(c2)n(C)c(=O)c(=O)n3C)C1 (stereo unspecified)	-4	8	-14	-3	-2	-4	1	6	15	7	13
COC(=O)[C@@H]1C[C@@]2(O)[C@H](O)[C@H](O)[C@H](O)C[C@H]2N1Cc1ccc(C)s1	1	-7	6	11	-6	-17	5	-1	-7	-4	-2
CCc1ccc(NS(=O)(=O)c2cc3c(cc2C)n(C)c(=O)c(=O)n3C)cc1	-7	-11	-6	10	-13	1	0	15	5	16	10
CCOc1ccc(/C=N/n2c(C)nnc2C)cc1OC	-1	-4	-23	-4	/	-1	-3	4	-6	4	1
CC(c1nccs1)N(C)C(=O)CCc1nnc(CCc2ccccc2)o1 (stereo unspecified)	3	-11	-17	12	-7	-37	-1	-8	3	-2	-1
COc1ccc(/C=N/Nc2nncc3ccccc23)cc1	-1	-6	-75	-3	-2	-89	2	43	-67	-61	-127
CC(C)(C)NCc1cc(Br)ccc1OCc1cccs1	7	15	21	-5	2	2	-3	-3	11	5	-10
COc1ccc(S(=O)(=O)N2CCOCC2)cc1C(=O)N(C)Cc1ccco1	-2	-1	-3	-1	-5	5	-4	6	-21	0	12
O=C(O)CCNS(=O)(=O)c1cccc(Br)c1	0	-4	17	6	-8	-3	2	-5	9	-7	14
CC(C)C1CCN(C(=O)C2CCC(=O)N(CCc3ccc(Cl)cc3)C2)CC1 (stereo unspecified)	7	4	2	-20	-1	-2	0	-1	16	-6	2
CCC(C)[C@H](NC(=O)N1CCCC1)C(=O)O (stereo partly specified)	4	-3	-6	-6	2	0	-2	-6	-12	4	-16
CCOc1cc(-c2noc(CCC(=O)NCCc3ccccc3)n2)ccc1OC	3	2	0	-13	-8	8	-1	-9	2	10	17
NC(=O)NN=C1C2CCCC1C(c1ccccc1)NC2c1ccccc1 (stereo unspecified)	-1	2	-3	-17	1	0	-9	0	12	15	2
Cc1nc2nc[nH]n2c(=O)c1NS(C)(=O)=O	0	2	-1	-24	-5	-16	-1	-4	6	6	-1
O=C(c1cncc(Br)c1)N1CCN(S(=O)(=O)c2ccccc2)CC1	9	1	-3	-6	8	-7	38	39	-7	-1	6
COc1cc(C(=O)Nc2cc(S(=O)(=O)N3CCOCC3)ccc2N2CCOCC2)ccc1OC(F)F	5	-5	-8	-3	7	5	13	-2	-9	-3	-6
O=C(Nc1ccc(N2CCOCC2)c2nonc12)C1CCCC1	-45	3	-49	4	0	-54	-1	-5	-27	-17	-29
CCN(CC)C(=O)CSc1ccccc1N	4	-3	-5	17	-11	-37	6	29	15	4	20
CC(C)C[C@H]1CN([C@@H](Cc2ccccc2)CN2CCC[C@H]2CN2C(=O)C(=O)NC[C@@H]2Cc2ccccc2)C(=O)C(=O)N1CCc1ccccc1	6	-5	-13	11	/	/	12	23	/	-12	-22
N#Cc1ccc(C(=O)NN2C(=O)NC3(CCCCC3)C2=O)cc1	-2	-5	7	-19	0	-3	3	4	7	-6	-1
O=C1NC(=O)C(c2cccs2)(c2cccs2)N1	-1	-2	17	22	-2	-17	2	11	-12	-1	-13
COc1ccc(NC(=O)CCc2ccccc2)cc1S(=O)(=O)N1CCCCC1	5	9	6	12	7	7	3	1	-13	20	-9
COc1cc(OC)cc(C(=O)NNC(=O)CN2C(=O)NC3(CCCC3)C2=O)c1	-1	-11	4	2	-8	-7	13	-2	-3	13	0
COc1ccc(/C=N/Nc2nc3ccccc3c(=O)[nH]2)cc1	-7	-3	-25	0	6	-71	1	-11	-36	-42	-24
CCC(=O)N1c2ccccc2[C@@H](N(C(C)=O)c2ccccc2)C[C@H]1C	-1	1	-34	-6	-5	-19	-1	8	7	-71	20
CCOc1ccccc1OCC(=O)N/N=C(\C)Cc1ccc(OC)cc1	-4	4	28	20	0	-4	-2	17	10	-48	20
CC(NC(=O)CN1C(=O)NC(Cc2ccccc2)(Cc2ccccc2)C1=O)C12CC3CC(CC(C3)C1)C2 (stereo unspecified)	-9	3	-9	28	-2	-14	10	31	-5	4	-9

Screening results: PubChem, several laboratories
